# DT40 TDP1 no CPT: qHTS for Inhibitors of human tyrosyl-DNA phosphodiesterase 1 (TDP1): qHTS in cells in absence of CPT; DT40 Tdp1-/- hTDP1 cells, no CPT, ATP luminescence, 48 h; Potency, µM (series often up to 46.2 µM), for inactives: top-dose activity change, negative = growth inhibition, usual class: inhibitors; hit rate 15% among 420,000; also: nearly all actives have a fitted effect of over 55% in size
#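 DT40 Tdp1-/-;hTDP1 cells, no CPT (DMSO vehicle only), 400 cells/well; compounds pin-transferred; ≥48 hr, 37 °C; CellTiter-Glo 30 min RT dark, luminescence read.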
# DT40 TDP1 CPT: growth inhibition of DT40 Tdp1-/-;hTDP1 cells with camptothecin (screen for TDP1 inhibitors). chicken DT40 Tdp1-/-;hTDP1 cells + 20 nM CPT, ATP luminescence, 48 h. Potency, µM (doses to about 46.2 µM), for inactives: at the top dose activity change, negative = growth inhibition, actives largely listed as inhibitors. hit rate 12% among 420,000; also: nearly all actives have a fitted effect of over 55% in size
#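 Cell growth measured by CellTiter-Glo luminescence after a minimum 48 h, 37 C compound exposure with 20 nM CPT in Tdp1-knockout DT40 cells stably expressing hTDP1, seeded 400/well; qHTS titration format.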
# TDP1 block: blocks human tyrosyl-DNA phosphodiesterase 1; Q9NUW8; recombinant TDP1, AlphaScreen DNA substrate cleavage; Potency, µM (highest dose often 130 µM), inactives show top-dose activity change, negative = inhibition, hits mostly inhibitors; hit rate 0.28% among 350,000; AID 485290; also: nearly all actives have a fitted effect of over 40% in size
# Target sequence (Q9NUW8 whole entry, looked up): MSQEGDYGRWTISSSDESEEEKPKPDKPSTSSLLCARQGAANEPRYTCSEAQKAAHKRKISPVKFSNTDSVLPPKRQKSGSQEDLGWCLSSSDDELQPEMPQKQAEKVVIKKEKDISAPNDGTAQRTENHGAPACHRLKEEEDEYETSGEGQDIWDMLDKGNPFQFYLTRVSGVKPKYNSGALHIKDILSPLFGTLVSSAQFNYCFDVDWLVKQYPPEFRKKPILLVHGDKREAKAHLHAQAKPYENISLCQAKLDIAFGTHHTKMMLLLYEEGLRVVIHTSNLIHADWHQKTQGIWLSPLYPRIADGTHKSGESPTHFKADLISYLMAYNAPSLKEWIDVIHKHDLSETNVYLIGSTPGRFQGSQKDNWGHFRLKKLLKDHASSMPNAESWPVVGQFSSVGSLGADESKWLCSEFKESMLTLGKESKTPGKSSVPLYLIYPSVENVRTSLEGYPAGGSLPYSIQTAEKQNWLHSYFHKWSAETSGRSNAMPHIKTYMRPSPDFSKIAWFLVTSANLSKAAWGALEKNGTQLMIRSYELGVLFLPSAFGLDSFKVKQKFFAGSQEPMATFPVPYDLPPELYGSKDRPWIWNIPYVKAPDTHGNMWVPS
#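 Recombinant E. coli-expressed Tdp1 (1 nM) preincubated with compound 15 min at RT, then 5'-biotin/3'-phosphotyrosine-FITC DNA substrate (15 nM) added for 5 min. AlphaScreen beads (10 ug/ml) added, 10 min RT; tyrosine-FITC cleavage read as signal loss.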
# * marks the source's active call; other numbers are inactive results; ? = inconclusive; nt = not tested or not shown; [ ] = another dose, or the depositor's remark. Calls follow the shape of the dose curve; as a rule, active = well fitted curve in the direction sought with a large enough effect; inconclusive = small, poorly fitted or top-dose-only effect, or another doubt; inactive = no such curve, though single readings can be large; an effect the other way counts as inactive or inconclusive. % is scaled to controls: 0 for no effect and ±100 for the full control effect; potency is read from the fitted curve at half-maximal effect.
mol	DT40 TDP1 no CPT	DT40 TDP1 CPT	TDP1 block
Cc1ccc(N(CC(=O)Nc2cccc(Cl)c2C)S(=O)(=O)c2c(C)noc2C)cc1	?	?	-4.7%
COc1ccc(NC(=O)CCCS(=O)(=O)c2nc(-c3ccc(OC)c(OC)c3)cc(C(F)(F)F)n2)cc1OC	1.64µM*	1.64µM*	5.9%
CN(C(=O)C1CCCN(S(=O)(=O)c2cccc([N+](=O)[O-])c2)C1)C1CCS(=O)(=O)C1 (stereo not drawn)	-5.4%	5.1%	5.1%
COc1cc(NC(=O)Cn2ccsc2=N)c(C)cc1[N+](=O)[O-]	15.0%	-0.6%	nt
CN(C)CCN(C(=O)c1cccc2ccccc12)c1nc2cc3c(cc2s1)OCO3	?	?	12.3%
COc1ccc(C)c2sc(N(CCCN(C)C)C(=O)c3ccc4c(c3)OCCO4)nc12	?	?	nt
CSc1ncc(CO)n1Cc1ccccc1	-2.5%	16.7%	-6.3%
CCn1c(=O)c(=O)n(CC)c2cc(N3CCCCC3)c(NC(=O)c3ccc(OC)c(OC)c3)cc21	9.2µM*	13µM*	-2.5%
CC1CC(c2ccccc2)n2nc(NC(=O)c3ccco3)nc2N1 (stereo not drawn)	-4.4%	1.6%	-2.1%
COC(=O)C1=C(C)NC(=O)NC1c1ccccc1Cl (stereo not drawn)	7.8%	6.6%	2.4%
CC(C)n1cnnc1SCC(=O)Nc1ccc(N2CCCCC2)cc1	-26.0%	-5.8%	nt
C/C(=N\N(c1ccccc1)c1ccccc1)c1ccc(N)cc1	?	-21.5%	nt
CCn1c(C)cc(/C=C2\NC(=O)N(Cc3ccc(Cl)cc3)C2=O)c1C	?	-14.2%	6.4%
COc1ccc(C(=O)NCCc2cc3ccc(C)c(C)c3[nH]c2=O)cc1OC	?	?	-2.3%
COc1ccccc1OCC(=O)N(Cc1ccc(Cl)cc1)CC1CCCO1 (stereo not drawn)	?	?	4.7%
CCOC(=O)CSc1nnc(CNC(=O)c2cccc(C)c2)n1C	21.0%	2.6%	2.6%
CCCCCCN1CCN(C2CN(Cc3cn(Cc4ccc(F)cc4)nn3)S(=O)(=O)C2)CC1 (stereo not drawn)	?	?	nt
CCc1nccn1CCC(=O)N1CCCC(N2CCN(c3ccccc3F)CC2)C1 (stereo not drawn)	-2.2%	-6.0%	2.7%[56.1 µM]
COc1ccc(-c2csc3[nH]c(=S)n(-c4ccccc4)c(=O)c23)cc1OC	-14.3%	?	7.8%
Cn1c(=O)c2c(nc(Br)n2CCSc2nc3ccccc3o2)n(C)c1=O	?	?	6.8%
COc1ccc(S(=O)(=O)N2CCC(C(=O)Nc3nccs3)CC2)cc1	-24.3%	-7.8%	-6.1%
CC(Sc1nc(N)c(NC(=O)c2ccc(Br)o2)c(=O)[nH]1)C(=O)O (stereo not drawn)	9.9%	3.5%	2.6%
CCOc1ccccc1NS(=O)(=O)c1cnc(N)nc1	-17.9%	2.6%	0.0%
O=C(Nc1nccs1)C1CC(=O)N(c2ccccc2)C1 (stereo not drawn)	3.3%	-6.0%	nt
O=C(NCCc1ccccc1)c1ccc(CSc2nc3ccncc3n2Cc2ccc(F)cc2)cc1	16.4µM*	?	0.0%
CC1(C)CC(Cc2ccc(C(=O)c3ccccc3)cc2)N(C(=O)OC(C)(C)C)N1 (stereo not drawn)	4.11µM*	6.51µM*	nt
CCCCCC(=O)Nc1cc(N(C)C)nc2ccccc12	?	?	7.1%
Cn1c2ccccc2c2cc(/C=N/NC(=O)c3cc(O)ccc3O)ccc21	14.6µM*	11.6µM*	-11.7%
CC(C)OCCCNC(=O)CN1C(=O)CC(C)(C)S(=O)(=O)c2ccccc21	5.6%	4.7%	-2.9%
N#C/C(=C\c1ccccc1)C(=O)NCCN1CCOCC1	-24.4%	-7.3%	5.3%
CC(C)(C)S(=O)(=O)/C(C#N)=C/c1cccn1S(=O)(=O)c1ccccc1	23.1µM*	-8.8%	nt
CCc1ccccc1N(CC(=O)NCc1ccco1)C(=O)CCC(=O)Nc1nccs1	-28.1%	-26.2%	14.5%
CCSc1ccc([C@@H]2[C@H]3C(=O)N(CC)C(=O)[C@H]3[C@]3(C(=O)OC)CCCCN23)cc1	23.1µM*	?	-0.2%
O=C(/C=C/c1ccccc1)N1CCN(C(=O)c2ccco2)CC1	-0.5%	1.8%	5.2%
COc1cc(CCN2C(=O)c3cccc4cccc(c34)C2=O)c(S(=O)(=O)NCCCO)cc1OC	?	?	-2.0%
Cn1c(=O)[nH]c(=O)c2c1nc(N(CCO)Cc1ccccc1)n2CCCc1ccccc1	?	25.9µM*	3.9%

# Quoted from the listing for reference:
mol	DT40 TDP1 no CPT	DT40 TDP1 CPT	TDP1 block
CCCCCC(=O)Nc1cc(N(C)C)nc2ccccc12	?	?	7.1%
Cn1c2ccccc2c2cc(/C=N/NC(=O)c3cc(O)ccc3O)ccc21	14.6µM*	11.6µM*	-11.7%
CC(C)OCCCNC(=O)CN1C(=O)CC(C)(C)S(=O)(=O)c2ccccc21	5.6%	4.7%	-2.9%
N#C/C(=C\c1ccccc1)C(=O)NCCN1CCOCC1	-24.4%	-7.3%	5.3%
CC(C)(C)S(=O)(=O)/C(C#N)=C/c1cccn1S(=O)(=O)c1ccccc1	23.1µM*	-8.8%	nt
CCc1ccccc1N(CC(=O)NCc1ccco1)C(=O)CCC(=O)Nc1nccs1	-28.1%	-26.2%	14.5%
CCSc1ccc([C@@H]2[C@H]3C(=O)N(CC)C(=O)[C@H]3[C@]3(C(=O)OC)CCCCN23)cc1	23.1µM*	?	-0.2%

# (more compounds)
mol	DT40 TDP1 no CPT	DT40 TDP1 CPT	TDP1 block
COc1ccccc1N1CCN(C(=O)c2oc3ccccc3c2N)CC1	?	?	4.9%
C[C@H](CO)N1C[C@H](C)[C@@H](CN(C)S(=O)(=O)c2ccccc2)Oc2c(NC(=O)Nc3ccc(C(F)(F)F)cc3)cccc2C1=O	16.4µM*	?	0.3%
COc1cc(CN2CCCC(N3CCN(c4ccccc4C)CC3)C2)cc(Cl)c1O (stereo not drawn)	?	8.2%	nt
O=C(NNC(=O)[C@@H]1CCCC[C@@H]1C(=O)O)c1cccs1	-1.1%	-1.4%	1.1%
O=C(Nc1ccc2c(c1)OCCO2)c1cccs1	0.0%	?	-2.7%
CCOc1ccc(NC(c2ccc(Cl)cc2)c2nnc(-c3cccc(F)c3)o2)cc1 (stereo not drawn)	-28.2%	?	5.0%
COc1ccc(/C=N\Nc2ccccn2)c(OC)c1	14.3%	2.3%	nt
COc1ccc(C(=O)Nc2ccc(-c3nc4ncccc4o3)cc2)cc1	-1.9%	-14.1%	nt
NC(=O)c1ccsc1NC(=O)COC(=O)c1c(F)cccc1Cl	8.2µM*	?	-3.7%[56.1 µM]
COC(=O)c1c(C)oc2ccc(N(C(=O)c3ccncc3)S(=O)(=O)c3ccc(OC)cc3)cc12	0.517µM*	0.581µM*	nt
Cc1ccc(NC(=O)Cn2c(=O)cnc3ccccc32)cc1S(=O)(=O)N(C)C	?	?	2.7%
CCOC(=O)c1c(C)cc(O)c(C)c1O	-0.7%	7.2%	7.2%
COc1ccc(OC)c(/C=C/c2nc3ccccc3nc2C)c1	?	?	nt
N#C/C(=C1/CCCCCN1)c1nc2ccccc2s1	-26.7%	-25.8%	6.8%
CCOC(=O)c1c(NC(=O)c2ccc(S(=O)(=O)N(CC(C)C)CC(C)C)cc2)sc2c1CCN(CC)C2	16.4µM*	8.2µM*	2.6%
CCCCOC(=O)Nc1cccc(Cl)c1C	-17.7%	-21.7%	6.8%
CC(C)(Cc1c[nH]c2ccccc12)NCC(O)COc1ccccc1C#N (stereo not drawn)	23.7µM*	21.1µM*	8.9%
CCOC(=O)c1[nH]ncc1CN1CCN(Cc2ccc(C)cc2)C(CCO)C1 (stereo not drawn)	3.5%	10.9%	2.7%
CCONc1ncnc2nonc12	-5.6%	1.4%	-2.6%
CCCCOc1ccc(C(=O)N(CC)CC(=O)NCc2cccs2)cc1	?	?	-0.2%
NC(=O)CC1C(=O)N(c2ccc(F)cc2)C(=O)N1NC(=O)CCc1ccccc1 (stereo not drawn)	-0.1%	-5.9%	-4.8%
O=C(Cc1ccsc1)N1CCN(S(=O)(=O)c2cc(C(F)(F)F)cc(C(F)(F)F)c2)CC1	-13.1%	-8.3%	0.6%[56.1 µM]
Cc1ccc(S(=O)(=O)N(C)C)cc1NC(=O)C1CCCC1	-18.0%	3.9%	-2.8%
O=C(NCCC1CCCCN1S(=O)(=O)c1ccc(Cl)cc1)C(=O)NCc1ccco1 (stereo not drawn)	14.6µM*	16.4µM*	4.2%
Cn1c(SCC(=O)C(C)(C)C)nnc1-c1cccnc1	-4.0%	-3.3%	-1.0%
C=C(C)CNC(=S)N/N=C/c1c(F)cccc1F	16.4µM*	?	-5.3%
CC(=O)Nc1ccc(-c2csc(NC(=O)C3CC(=O)N(c4ccc5c(c4)OCCO5)C3)n2)cc1 (stereo not drawn)	20.6µM*	18.4µM*	1.2%
COc1ccc(-c2noc(CNC(=O)c3cc(OC)c(OC)c(OC)c3)n2)cc1	-4.8%	-0.1%	-2.3%
CN(CC(=O)NCc1ccncc1)S(=O)(=O)c1ccc(Br)cc1	-7.6%	-6.7%	5.0%[56.1 µM]
COc1ccccc1NC(=O)N1CCC(c2nc3cc(C)c(C)cc3[nH]2)CC1	1.84µM*	3.66µM*	8.0%[56.1 µM]
Cc1noc(/C=C/N(C)C)c1S(=O)(=O)N1CCN(c2ccc(F)cc2)CC1	?	?	11.7%
CCCCC(=Nc1ccc(N)cc1)C1=C(O)C(C(=O)OC)C(C)(C)CC1=O (stereo not drawn)	?	?	2.0%
Cc1[nH]n(-c2cccc(Cl)c2)c(=O)c1-c1ccc(Cl)cc1	16.4µM*	16.4µM*	3.8%
COc1cc(OC)c(NC(=O)NCc2cccn2Cc2ccccc2)cc1Cl	?	?	13.6%
COc1ccc(N2C(=O)CC(SCCc3nc4ccccc4[nH]3)C2=O)cc1 (stereo not drawn)	-2.9%	-1.0%	7.5%
CCOC(=O)c1[nH]c2ccccc2c1NC(=O)c1cc(Cl)ccc1Cl	-24.9%	?	0.0%
COc1ccc(CCN(C(=O)C(F)(F)F)C(C(=O)NC2CCCC2)c2cccs2)cc1OC (stereo not drawn)	1.78µM*	7.31µM*	0.0%
CC(C)(C)c1cc(C(C)(C)C)cc(S(=O)(=O)CCc2ccccn2)c1	?	?	2.0%
O=C(O)C1CCCN(C(=O)/C=C/c2ccccc2)CC1 (stereo not drawn)	-6.1%	3.2%	nt
COc1ccc(CNC(=O)COc2ccccc2C(=O)c2cnn(-c3ccccc3)c2)cc1OC	14.6µM*	?	2.5%
Cc1ccc(C(NC(=O)c2ccccc2)C(Cl)(Cl)Cl)cc1 (stereo not drawn)	20.6µM*	14.6µM*	1.9%
CS(=O)(=O)N1CCN(c2ccc(NC(=O)Cc3ccccc3)cc2)CC1	-4.2%	-1.0%	-11.8%
CCN1C(=O)/C(=C/c2ccc(C)s2)SC1=Nc1ccc(OC)cc1	9.2µM*	9.2µM*	2.0%
COc1ccc(CN2C(=O)C(CC(=O)NCCCCc3ccccc3)CC(C(=O)N3CCOCC3)=C2C)cc1 (stereo not drawn)	?	-23.0%	nt
O=C(N/N=C/c1c[nH]c2ccccc12)c1ccn(Cc2ccc(Cl)cc2)n1	-28.9%	-3.0%	7.3%
COc1ccc(C(=O)N2CCCCC2c2cc(C(=O)NCc3ccccc3)no2)cc1 (stereo not drawn)	-20.6%	?	nt
Cc1ccc2c(COC(=O)CNC(=O)c3ccco3)cc(=O)oc2c1C	-8.1%	-2.5%	-2.2%
O=C(Nc1ccc(Cl)cc1F)c1cc(S(=O)(=O)NCc2ccc3c(c2)OCO3)ccc1F	-7.7%	?	0.0%
CN1CCN(Cc2cccc(Oc3ccc(Cl)cc3)c2)CC1	?	29.1µM*	0.0%
CN(Cc1ccc(Cl)s1)C(=O)CN1C(=O)N(C)C2(CCCCC2)C1=O	-24.0%	?	0.3%
COC(=O)c1c(C)oc2ccc(N(C(=O)Oc3ccccc3)S(=O)(=O)c3ccc(Cl)c([N+](=O)[O-])c3)cc12	20.6µM*	?	1.8%

# Source: PubChem (National Center for Advancing Translational Sciences (NCATS))
